ASAP1 GAP inh – inhibitors of human ASAP1 ArfGAP activity, primary screen, biochemical, fluorescence polarization | ASAP1-stimulated ARF1 GTP hydrolysis, GDP FP detection | inhibition, % at 16.5 µM | AID 624377, 2012 | actives 0.19% (n = 360,000) | Arf-GAP with SH3 domain, ANK repeat and PH domain-containing protein 1 (Homo sapiens), …; in the data active means inhibition above about 25%;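 further: 0% = vehicle with enzyme and substrate and 100% = no enzyme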
ADAM17 inh – ADAM17 inhibitors, primary screen, biochemical, QFRET; AID 720648, 2013; Disintegrin and metalloproteinase domain-containing protein 17 (Homo sapiens), P78536; recombinant ADAM17, EDANS/DABCYL FRET peptide cleavage; inhibition, % at 6.95 µM; actives 0.83% (n = 370,000);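 active means inhibition above the mean of compounds lying between control limits plus 3 SD, set per campaign, cut at about 8.5% in these data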;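 further: 0% = DMSO-only wells as the low control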
Target sequence (P78536 215-824 limits assumed): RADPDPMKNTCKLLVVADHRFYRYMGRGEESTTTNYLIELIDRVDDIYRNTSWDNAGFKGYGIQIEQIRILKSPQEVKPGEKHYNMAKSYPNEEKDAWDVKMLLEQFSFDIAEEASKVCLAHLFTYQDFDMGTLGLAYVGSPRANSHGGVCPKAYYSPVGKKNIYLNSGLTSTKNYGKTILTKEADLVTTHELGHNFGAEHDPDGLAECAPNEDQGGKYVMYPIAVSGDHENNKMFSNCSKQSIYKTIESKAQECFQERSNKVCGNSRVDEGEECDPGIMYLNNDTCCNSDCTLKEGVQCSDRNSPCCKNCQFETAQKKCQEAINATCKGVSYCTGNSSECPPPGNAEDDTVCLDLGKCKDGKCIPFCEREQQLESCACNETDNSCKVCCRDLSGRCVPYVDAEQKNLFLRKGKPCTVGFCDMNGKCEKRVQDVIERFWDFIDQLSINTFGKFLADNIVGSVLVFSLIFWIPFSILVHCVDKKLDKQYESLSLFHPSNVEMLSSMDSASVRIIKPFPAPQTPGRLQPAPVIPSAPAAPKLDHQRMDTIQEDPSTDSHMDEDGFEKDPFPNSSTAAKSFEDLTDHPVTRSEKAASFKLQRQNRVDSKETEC
ARFGAP1 inhibitor – inhibitors of rat ARFGAP1 GAP activity, primary screen, biochemical, fluorescence polarization, GDP tracer | AID 651572, 2012 | inhibition, % at 16.5 µM | actives 0.26% (n = 360,000) | ADP-ribosylation factor GTPase-activating protein 1 (Rattus norvegicus), Q62848 | Arfgap1-stimulated ARF1 GTP hydrolysis, GDP FP detection;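 active means inhibition above a per-plate limit, mean inhibition of low control wells plus 3 SD, cut at about 25% in these data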;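 further: 0% = DMSO wells with enzyme and 100% = wells lacking Arfgap1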
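System: truncated rat Arfgap1 GAP domain / Medium: HEPES-based buffer, pH 7.5 / Also added: N-terminally truncated human ARF1-GTP substrate / Incubation: enzyme reaction 120 min at 25 °C after 20 min preincubation / Measured by: FP of antibody-bound GDP Alexa 633 tracer, ex 620/em 688 nm / Replicates: singlicate, each compound tested once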
UHRF1 binding – UHRF1 methylated DNA binding inhibitors, primary screen, counter-screen for MBD2 inhibitor project, biochemical, TR-FRET, human UHRF1, single concentration. AID 687016, 2013. inhibition, % at 4.4 µM. actives 0.75% (n = 370,000). UHRF1 binding to methylated oligo. E3 ubiquitin-protein ligase UHRF1 (Homo sapiens), Q96T88; in the data active means inhibition above about 21%;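 further: UHRF1 SRA domain binding a hemimethylated CpG hairpin DNA probe; 0% = median of test compound wells and 100% = reference inhibitor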
KLK7 zymogen act – proKLK7 zymogen activators, primary screen, biochemical, fluorescence intensity; purified proKLK7, EDANS-DABCYL substrate fluorescence; 100% is mature enzyme control, 0% vehicle; actives 0.9% (n = 370,000); Kallikrein-7 (Homo sapiens), P49862; activation, % at 7 µM;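 active means activation above the mean of all tested compounds plus 3 SD, computed per campaign excluding outliers beyond control limits, cut at about 13% in these data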
PLC-beta3 inh – human PLC-beta3 inhibitors, primary screen, biochemical, fluorescence; inhibition, % at 12.2 µM; 1-phosphatidylinositol 4,5-bisphosphate phosphodiesterase beta-3 (Homo sapiens), Q01970; Purified PLC-beta3, fluorogenic substrate; AID 720704, 2013; actives 0.18% (n = 370,000); in the data active means inhibition above about 11%;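 further: 0% = median of compound wells on plate and 100% = full blocker control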
MBD2 DNA inh – inhibitors of MBD2 binding to methylated DNA, primary screen, biochemical, TR-FRET, DNA-binding domain, human | actives 0.31% (n = 370,000) | MBD2 binding to methylated oligonucleotide | inhibition, % at 4.4 µM | Methyl-CpG-binding domain protein 2 (Homo sapiens), Q9UBB5; in the data active means inhibition above about 13%
DDE Tn6 FP inh – inhibitors of Tn6 peptide binding to fibrin DD(E), primary screen, biochemical, fluorescence polarization, human fibrin, Tn6 probe; Fibrinogen beta chain (Homo sapiens), P02675; Fibrin DD(E) TRITC-Tn6 fluorescence polarization displacement; inhibition, % at 8.3 µM; actives 0.21% (n = 370,000);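 active means inhibition above a per-campaign cutoff: mean of compounds within control limits plus 3 SD, cut at about 15% in these data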;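 further: 0% = median of all compound wells on the plate and 100% = blocking peptide control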
Target sequence (P02675 whole entry, looked up): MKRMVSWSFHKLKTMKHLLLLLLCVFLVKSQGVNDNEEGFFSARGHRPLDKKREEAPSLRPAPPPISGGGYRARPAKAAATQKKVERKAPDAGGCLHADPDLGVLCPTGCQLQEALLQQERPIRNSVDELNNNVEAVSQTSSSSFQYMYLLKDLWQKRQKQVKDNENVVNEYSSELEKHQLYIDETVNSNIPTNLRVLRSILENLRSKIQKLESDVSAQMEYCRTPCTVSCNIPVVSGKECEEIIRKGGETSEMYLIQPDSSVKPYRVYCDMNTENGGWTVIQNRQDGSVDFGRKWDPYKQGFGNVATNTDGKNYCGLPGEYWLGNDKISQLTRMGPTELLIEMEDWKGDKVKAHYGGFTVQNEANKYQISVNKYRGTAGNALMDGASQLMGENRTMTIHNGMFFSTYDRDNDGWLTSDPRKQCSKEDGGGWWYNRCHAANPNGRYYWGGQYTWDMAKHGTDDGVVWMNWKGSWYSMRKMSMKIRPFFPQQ
DDE Tn7 FP inh – inhibitors of Tn7 peptide binding to fibrin DD(E), primary screen, biochemical, fluorescence polarization, human fibrin, Tn7 probe | AID 720508, 2013 | Fibrinogen beta chain (Homo sapiens), P02675 | FP displacement of FITC-Tn7 peptide from fibrin DD(E); 0% = median of compound wells per plate | inhibition, % at 8.3 µM | actives 0.13% (n = 370,000);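 active means inhibition above the mean of compounds falling within the control limits plus 3 SD of them, cut at about 14% in these data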;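 further: 0% = plate median of compound wells and 100% = 10 µM Aha-Tn7 peptide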
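Assay system: human fibrin DD(E). Input: DD(E) 2 µM final. Medium: Tris buffer with calcium and detergent, pH 7.8. Compound dosing: single point at 8.3 µM. Timing: 10 min plus 3 h, room temperature. Technique: fluorescence polarization of the labelled Tn7 tracer. Read-out: percent inhibition. Replicates: singlicate testing.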
PLC-gamma1 inh – PLC-gamma1 enzyme inhibitors, primary screen, biochemical, fluorescence, purified enzyme. AID 720700, 2013. 1-phosphatidylinositol 4,5-bisphosphate phosphodiesterase gamma-1 (Homo sapiens), P19174. fluorogenic substrate. actives 0.84% (n = 370,000). inhibition, % at 12.2 µM; in the data active means inhibition above about 9.5%
* = called active by the depositor.

Every second line gives: PLC-gamma1 inh, ADAM17 inh, UHRF1 binding, ASAP1 GAP inh, ARFGAP1 inhibitor, MBD2 DNA inh, PLC-beta3 inh, KLK7 zymogen act, DDE Tn7 FP inh, DDE Tn6 FP inh
O=C(NC(=O)N1CCN(c2ccc(F)cc2)CC1)c1ccccc1
→ 2, 0, 0, -12, 0, -2, 2, 0.3, -1, 5
COc1ccc(C(CNS(=O)(=O)c2cccc(F)c2)N2CCCC2)cc1 (configuration not stated)
→ -4, -2, -1, -1, 10, 2, -4, -0.5, 4, -4
CCOC(=O)C1CCCN(S(=O)(=O)Cc2ccccc2Cl)C1 (configuration not stated)
→ -1, -4, 1, -1, 4, 2, -6, 0.0, 2, -4
Cc1c(NC(=S)NC(NC(=O)CC(C)C)C(Cl)(Cl)Cl)c(=O)n(-c2ccccc2)n1C (configuration not stated)
→ -1, -2, 1, 3, 9, 2, 1, -0.9, 9, -3
COc1ccc(CC(=O)N2CCC(n3nccc3NC(=O)C3CCOC3)CC2)cc1 (configuration not stated)
→ 9, 4, 0, -3, 2, -1, -2, -0.7, -1, -1
Cn1c(SCC(=O)NCCNC(=O)CSc2nnc(C(F)(F)F)n2C)nnc1C(F)(F)F
→ 2, -6, -3, -9, 4, 2, 1, 0.9, -4, 1
COc1ccc(-n2c(=S)[nH]c3c(oc4ccccc43)c2=O)cc1
→ 0, 9.2*, -2, 0, 5, 0, 0, -0.7, 3, -1
c1csc(-c2nc(N3CCCCC3)no2)c1
→ -23, -9, 0, -1, -6, -5, -35, -0.8, -1, -7
CC(O)(c1cccnc1)c1nc(-c2ccc(F)c(Cl)c2)cs1 (configuration not stated)
→ 1, 7, 0, 16, 10, -4, 5, 0.1, -2, 10
C[C@H](CO)N1C[C@H](C)[C@@H](CN(C)C(=O)Nc2ccc3c(c2)OCO3)Oc2ccc(NC(=O)Cc3ccccc3)cc2C1=O
→ -23, -3, 0, -6, 4, -5, -28, -0.3, 3, -1
COC(=O)c1sccc1NC(=O)c1c(-c2ccccc2)noc1C
→ -1, -3, 2, -7, -17, -4, 1, 0.1, -3, -5
CCCN(CCC)CCCNC(=O)c1cc2c(=O)n(CC)c3ccccc3c2s1
→ -62, -219, -5, -7, -3, -8, -88, 19*, 2, 2
COC(=O)c1ccc(COc2ccccc2/C=N/NS(=O)(=O)c2ccc(C)cc2)cc1
→ 0, -4, 1, 6, 7, 12, 0, -0.4, 1, 0
Cc1ccc(Cl)cc1N1CCN(C(=O)C(=O)N2CCCCC2)CC1
→ -1, -2, 3, 14, 8, 3, 3, -0.6, 1, 4
Cc1ccc(S(=O)(=O)Nc2cc(C)nn2-c2ccccc2)cc1
→ -3, -1, 1, 1, 4, 1, -1, -0.7, 9, 0
Cc1ccnc(NC(=O)c2cccc(NS(=O)(=O)c3ccccc3C)c2)c1
→ 1, 1, 1, 1, -9, -1, 0, -0.9, 6, -4
CCc1ccccc1NC(=O)c1cc([N+](=O)[O-])ccc1N1CCOCC1
→ 3, 2, -1, -3, 3, 0, -5, 0.3, -2, -1
CCCn1nc(C(=O)Nc2ccc(N3CCOCC3)cc2)c2ccccc2c1=O
→ 0, -1, 0, -9, 1, 0, -4, 0.5, 0, -1
O=C(Cn1nnc2ccccc21)C1CC1
→ 1, 0, 7, -3, -9, -4, 1, -0.1, 8, 0
CCc1ccc(-c2cc(C)no2)cc1S(=O)(=O)N1CCN(c2ccccn2)CC1
→ 0, 2, 18, -1, -15, 5, -6, 0.0, 9, 9
Cc1ccnc(NC(=O)CNC(=O)c2ccc3c(c2)OCO3)c1
→ 1, -1, -3, -9, 4, -2, -4, 1.0, -2, 3
O=C(c1ccc(Cl)cc1)C1CCN(C(=S)Nc2ccccc2)CC1
→ -1, 2, -3, 5, -7, 0, -5, -0.1, -3, 3
CCOc1ccc(-n2c(SCC(=O)Nc3ccc(OC)cc3)nc3c(c2=O)SCC3)cc1
→ 7, -1, 2, -4, -1, 1, 1, -0.6, -8, -1
COc1ccc(NC(C)c2cc(Cl)ccc2O)cc1 (configuration not stated)
→ 1, 1, 1, -2, 13, -2, -1, -0.4, -5, 4
COc1cc(C(=O)NCC(=O)N/N=C/c2ccco2)cc(OC)c1OC
→ -1, -5, 1, -2, 15, 0, -10, 0.0, 6, 27*
Cc1cccc(C(=O)NCc2nnc(SCC(=O)Nc3nncs3)n2C)c1
→ 3, 2, 2, 9, 4, -6, -6, 0.5, -8, -4
C[C@@H]1CC=C[C@H]2[C@H]1C(=O)N(Cc1ccccc1)[C@H]2c1ccc(-c2cc3ccccc3s2)cc1F
→ 3, 2, 0, 11, 1, -2, 7, 0.7, -7, -3
O=C(C[n+]1cccc(CO)c1)Nc1nc2ccccc2s1
→ 2, 2, 2, -2, 8, 1, -3, 0.1, -4, 8
Cc1nc2c(=O)n(-c3ccc(F)c(Cl)c3)nc(C)c2s1
→ 1, -1, -1, -23, -6, 2, -2, 0.0, 7, 0
COc1cccc(NC(=O)C(C)OC(=O)CCCNC(=O)c2ccc(Cl)cc2)c1 (configuration not stated)
→ -4, -2, 1, -2, 10, -6, -3, 0.5, -2, 5
CNc1ccc(S(=O)(=O)NC)cc1[N+](=O)[O-]
→ 0, 1, -5, -5, 7, -5, -1, 0.5, 4, 0
Cc1[nH]c2ccc(-c3nnc(SCC(=O)N4CCCc5ccccc54)o3)cc2c1C
→ 1, -5, 2, 0, -7, 2, -59, -0.1, 3, 0
CN(C)S(=O)(=O)Oc1ccccc1C(=O)Nc1ccccc1Cl
→ -1, -1, -2, -2, -11, -5, -2, 0.2, 1, 3
COc1ccc(NC(=O)C2CCCN2S(=O)(=O)c2cccc3cccnc23)c(OC)c1 (configuration not stated)
→ 3, -1, 4, -1, -8, 2, 2, -0.1, -3, 1
O=C(NC1CCCCC1)c1cc(-c2ccccc2Cl)on1
→ 3, -2, -1, 0, 12, -1, -5, -0.5, -4, -1
O=C(COc1ccc2ccc(=O)oc2c1)Nc1nccs1
→ -6, -13, -2, 13, -4, 2, -18, 0.6, -3, -9
CCCCNc1ccc2nsnc2c1[N+](=O)[O-]
→ 4, 0, -8, 12, 6, -5, -8, -0.2, 2, 0
C/C(=N\NC(=O)CSc1nc(C)cc(C)n1)c1ccc([N+](=O)[O-])cc1
→ 1, -3, -2, 6, -7, 2, -4, 0.0, 4, 1
O=C1/C(=C/c2ccsc2)N2CCC1CC2
→ 1, -2, 0, 7, -3, 2, -10, -0.1, -2, 1
C#CCNC(=O)C1=C[C@@H](C2CC2)[C@H](CCCO)[C@@H](OCC)O1
→ 2, -4, 0, 4, 1, -4, 0, 0.3, 3, 8
CC1(C(=O)NCc2ccc(Cl)c(Cl)c2)Oc2ccccc2NC1=O (configuration not stated)
→ 0, 0, -1, 6, -4, 0, -7, 0.4, 1, 1
CN=C(Nc1cccnc1)c1cccc(C(F)(F)F)c1
→ -14, -9, -6, 14, -2, -6, -19, 2.4, 4, 10
CCn1c(COc2ccc3c(c2)OCO3)nnc1SCC(=O)c1ccc(Cl)cc1
→ 5, -1, 2, 9, 9, 1, 2, -0.4, 0, 0
O=C(c1ccc(F)cc1)C(CN1CCOCC1)c1ccccc1 (configuration not stated)
→ 5, -3, 2, -9, 3, -4, 6, -0.1, -2, -2
COc1ccc(C(=O)C2CCCN(C(=O)c3cccc(Cl)c3F)C2)cc1OC (configuration not stated)
→ 0, -4, 7, -4, 0, -4, -5, 0.0, 2, -9
CS(=O)(=O)c1ccc2nc(NC(=O)C3CC(=O)N(c4ccccc4)C3)sc2c1 (configuration not stated)
→ -3, -2, 2, -4, -6, -3, -7, 0.0, 5, 1
O=C(Cc1cc(=O)[nH][nH]1)N/N=C/c1c(F)cccc1Cl
→ -2, -4, -9, 2, -8, -2, 0, 0.2, -4, -3
CCOC(=O)c1cn(CC(=O)Nc2cccc(Cl)c2)nn1
→ -1, -5, 1, 9, -7, 4, -1, -0.1, 5, -1
COc1ccccc1OCCNC(=O)c1c(-c2ccccc2Cl)noc1C
→ 6, 3, 0, -1, 12, -1, -6, 0.3, -7, 2
Cc1[nH]c2ccccc2c1C(=O)C(=O)Nc1ccc2c(c1)OCCO2
→ -1, 1, 0, 1, 13, 0, -1, -0.1, -9, 3

Further records follow:
Every second line gives: PLC-gamma1 inh, ADAM17 inh, UHRF1 binding, ASAP1 GAP inh, ARFGAP1 inhibitor, MBD2 DNA inh, PLC-beta3 inh, KLK7 zymogen act, DDE Tn7 FP inh, DDE Tn6 FP inh
OC(c1ccccc1)(c1ccccc1)C1CCN(CCCOc2ccc(-c3cncnc3)cc2)CC1
→ 2, -4, 0, -4, -2, 1, 3, 0.7, 3, 7
O=C(NNC(=O)c1ccc(Cl)c(Cl)c1)c1cccnc1
→ 2, -2, 3, -1, -4, -1, -9, -0.7, -3, -3
COc1ccc(-c2cc(C(=O)N3CCN(C(=O)c4ccco4)CC3)[nH]n2)cc1
→ -12, -5, 1, 4, -1, -1, -1, 0.7, -2, 0
O=C(CSc1ccc2ccccc2c1)NCc1cccs1
→ 1, -2, 0, -1, 3, 4, -1, -0.3, 0, -2
CC(C)(Cc1ccc(O)cc1)NC(=O)CC(=O)N=Nc1c(O)[nH]c2ccc(Br)cc12
→ 1, 0, -2, -6, 6, -1, 4, -0.1, 5, -1
COc1ccc(/C=C/c2cc[n+](C(=O)Cc3ccccc3)cc2)cc1
→ -22, -24, -1, 3, 14, 0, -38, -0.6, 10, 2
CCCCN(C)c1nc(-c2ccco2)c2c(c1C#N)CC(C)(C)OC2
→ -70, -16, 0, -13, -5, 1, -94, 0.7, 3, -7
COc1ccc(-c2nn(-c3ccccc3)cc2/C=C\C(=O)N2CCOCC2)cc1[N+](=O)[O-]
→ 1, 2, -1, 12, 3, -9, -2, -0.3, 6, 2
CC(C)NC(=O)C1(C)CCCN1C(=O)c1cc(C#N)cs1 (configuration not stated)
→ 1, -1, 0, -3, 7, 0, -1, -0.6, -1, -5
